Rac1 GTP hydrolysis = MgcRacGAP GTPase-activating activity inhibitors, confirmation, biochemical, ADP Hunter fluorescence; inhibition, % at 30 µM, or IC50 in µM where a hit was titrated; 0.6% of 340,000 active; AID 624330; MgcRacGAP-stimulated Rac1 GTP hydrolysis, ADP Hunter fluorescence; higher % means a stronger effect; GST-tagged Rac1 F28L mutant substrate;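 active = first-screen hits whose inhibition reached a set limit at any dose in the follow-up dose series; inconclusive = inhibition above the set first-screen limit but never retested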;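 note: fluorescence reports GDP produced by GAP-driven GTP hydrolysis; strong numbers were not always called active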
RSV CPE inhibition = RSV antiviral activity via CPE protection, HEp-2 cells, primary 10 µM value included (AID 2391); HEp-2 cells, RSV-induced CPE inhibition; higher % means a stronger effect; CPE inhibition, % at 10 µM, or IC50 in µM where a hit was titrated; 0.13% of 310,000 active; in the data active = a potency from the dose series; inconclusive = CPE inhibition mostly from about 23% at the one dose, without a potency; inactive = the rest, 99 in 100 with CPE inhibition below about 21%; note: strong numbers were not always called active
T cell HTS = T cell immune modulation candidate | 2C CD8+ T cell-vesicle binding, flow cytometry; stronger effect = lower value | calls only at 7 µM | 0.068% of 330,000 active;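 active = response, share of CD8 T cells binding vesicles, and their 90th percentile fluorescence all below set limits, cut at about 80% in these data, passing the limit was not always enough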
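Assay system: 2C TCR transgenic mouse naive CD8+ T cells, MACS-purified | Read-out: CD8+ gate FL2 mean fluorescence as % of same-row positive control | Signal: High-throughput flow cytometry with anti-B7-1 and anti-CD8 staining | Timing: Binding step 1.5 h, 37 °C, antibody labelling 20 min, ice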
Myeloid diff 2 = myeloid differentiation induction. calls only at 10 µM. ER-HoxA9 myeloid progenitors, lysozyme-GFP differentiation, flow cytometry. 1% of 360,000 active;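 active = normalized GFP-positive differentiation at or above the plate's own cutoff, the solvent-only control mean plus 3 SD; inconclusive = no clear call, values can overlap the other calls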;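 note: cells exposed to compound for four days before flow analysis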
Large T inhibition = TAg ATPase/helicase activity blockers – biochemical (AID 1903); SV40 large T antigen ATPase/helicase inhibition assay; higher % means a stronger effect; inhibition, % at 20 µM, or IC50 in µM where a hit was titrated; 0.39% of 310,000 active; in the data active = a potency from the dose series; inconclusive = inhibition mostly from about 32% at the one dose, without a potency; inactive = the rest, 99 in 100 with inhibition below about 32%; note: strong numbers were not always called active
WT yeast gro inh = growth inhibition of WT yeast, mitochondrial fusion screen | mitochondrial fusion phenotypic screen, WT strain | inhibition, % at 10 µM | 2.1% of 190,000 active | AID 1362; in the data active = inhibition above about 58%; tested in S. cerevisiae
Salmonella PhoP GFP = inhibitors of PhoP regulon expression, primary screen, Salmonella Typhimurium, GFP reporter (AID 1863) | S. Typhimurium PhoP-regulated promoter GFP reporter, 4 h; higher % means a stronger effect | inhibition, % at 50 µM, or IC50 in µM where a hit was titrated | 0.16% of 300,000 active;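 active = inhibition over 29.93%, a cutoff 3 SD above the screen mean, later confirmed by dose response; inconclusive = inhibition over 29.93% but no dose response follow-up; inactive = inhibition at most 29.93% or unconfirmed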;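 note: 0% = low Mg2+ inducing control and 100% = high Mg2+ repressing control; strong numbers were not always called active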
West Nile antiviral = West Nile virus antiviral activity, cell-based, CPE readout (AID 1621); 0.02% of 290,000 active; one-dose CPE inhibition, % at 10 µM; IC50 in µM for titrated hits; West Nile virus-infected cells, CPE inhibition; higher % means a stronger effect; in the data active = a potency from the dose series; inconclusive = CPE inhibition mostly from about 3.7% at the one dose, without a potency; inactive = the rest, 99 in 100 with CPE inhibition below about 2.2%; note: strong numbers were not always called active
b-catenin transl = alters nuclear translocation of beta-catenin in HeLa cells | immunofluorescence imaging | nuclear translocation activity, % at 5 µM | 0.3% of 190,000 active;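 active = nuclear translocation activity above 50% at 5 µM, with a well cell count of 50 or more; inconclusive = wells under 50 cells across six images, flagged as toxic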;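 note: per-cell ratio of nuclear to cytoplasmic median beta-catenin stain intensity; plate controls were DMSO negative control for no effect and GSK-3 inhibitor IX positive control for full effect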
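System: Human HeLa cells, endogenous beta-catenin | Compound dosing: 5 µM primary, 0.02–20 µM confirmation | Timing: 24 h compound exposure at 37°C, 5% CO2 | Measured by: Fluorescence imaging of beta-catenin antibody stain plus DAPI | Read-out basis: % activation of per-cell nuclear versus cytoplasmic median beta-catenin signal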
WT yeast gro inh mutant strain = further read-out of WT yeast gro inh, marked with its call; inhibition, %; mitochondrial fusion phenotypic screen, mutant strain inhibition
b-catenin transl cell count 5 µM = also measured in b-catenin transl; calls as there; cell count; measured here: cell count, cytotoxicity flag
T cell HTS vesicle-bound % = recorded beside T cell HTS, whose call it bears; double positive events, %; measured here: CD8+ vesicle-bound cell fraction;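 binding gate set so that unloaded-vesicle control wells show 10% double positive cells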
Myeloid diff 2 GFP+ MAC1+ % = further read-out of Myeloid diff 2, marked with its call; GFP+ MAC1+ double positive, %; measured here: differentiation confirmed by MAC1 staining
Numbers without * were called inactive; i = inactive; ? = inconclusive; / = no result given; + = active, no number. Hits appear at their usual frequency, and some 3.6% of all compounds hit somewhere here.

SMILES | Rac1 GTP hydrolysis | RSV CPE inhibition | T cell HTS | T cell HTS vesicle-bound % | Myeloid diff 2 | Myeloid diff 2 GFP+ MAC1+ % | Large T inhibition | WT yeast gro inh | WT yeast gro inh mutant strain | Salmonella PhoP GFP | West Nile antiviral | b-catenin transl | b-catenin transl cell count 5 µM
O=C1COc2cc(S(=O)(=O)CCC(=O)N3CCCCC3)c(Cl)cc2N1 | 10% | 0.0% | i | 12 | i | 3.2 | -3% | / | / | / | 0.2% | / | /
COc1cccc(-c2ccc(-c3noc(-c4ccccc4F)n3)c(OC)n2)c1 | 6% | 6.7% | i | 55 | i | 1.5 | 3% | 7 | 14 | -9% | 1.3% | / | /
COc1ccc(Cl)cc1-c1csc(N)n1 | 7% | 2.0% | i | 44 | i | 0.5 | 4% | 20 | 4 | 0% | 0.5% | 1.0 | 1009
COc1ccc(N=C2NC(=O)/C(=C\c3ccco3)S2)cc1 | 11% | 1.1% | i | 31 | i | 0.7 | -1% | 7 | 0 | -2% | 0.4% | 0.5 | 1110
Cc1ccc(C(C(=O)NC2CCCCC2)N(C(=O)Cc2c[nH]c3ccccc23)c2ccccc2)o1 (stereo unspecified) | -10% | 0.2% | i | 24 | + | 7.6* | -10% | 5 | 0 | 8% | -1.0% | / | /
Cc1cc(=O)oc2cc(OCC(=O)N3CC[C@@]4(O)CCCC[C@H]4C3)c(Cl)cc12 | 5% | 0.7% | i | 25 | i | 1.6 | 4% | / | / | 15% | -0.1% | / | /
Cc1oc(S(=O)(=O)N2CCCC2)cc1C(=O)Nc1ccccc1 | 14% | / | i | 48 | i | 0.2 | 9% | / | / | -6% | -0.6% | 1.4 | 1263
NS(=O)(=O)c1cccc(NC(=O)CSc2nc3ccccc3[nH]2)c1 | 8% | 2.9% | i | 12 | i | 0.3 | 10% | / | / | 5% | 0.4% | -2.1 | 1112
O=C(O)C1=C[C@@H](C2CC2)C[C@@H](OCc2ccc(CO)cc2)O1 | 8% | 1.1% | i | 18 | i | 0.3 | 3% | -33 | -19 | -6% | 0.7% | -1.7 | 1164
C=CCn1c(=S)[nH]c2scc(-c3ccc(C)o3)c2c1=O | 24% | 11% | i | 43 | i | 0.3 | 8% | 65* | 27* | 8% | -0.9% | -2.1 | 1073

Retrieved one by one from the list above, three records:
SMILES | Rac1 GTP hydrolysis | RSV CPE inhibition | T cell HTS | T cell HTS vesicle-bound % | Myeloid diff 2 | Myeloid diff 2 GFP+ MAC1+ % | Large T inhibition | WT yeast gro inh | WT yeast gro inh mutant strain | Salmonella PhoP GFP | West Nile antiviral | b-catenin transl | b-catenin transl cell count 5 µM
COc1ccc(Cl)cc1-c1csc(N)n1 | 7% | 2.0% | i | 44 | i | 0.5 | 4% | 20 | 4 | 0% | 0.5% | 1.0 | 1009
O=C(O)C1=C[C@@H](C2CC2)C[C@@H](OCc2ccc(CO)cc2)O1 | 8% | 1.1% | i | 18 | i | 0.3 | 3% | -33 | -19 | -6% | 0.7% | -1.7 | 1164
C=CCn1c(=S)[nH]c2scc(-c3ccc(C)o3)c2c1=O | 24% | 11% | i | 43 | i | 0.3 | 8% | 65* | 27* | 8% | -0.9% | -2.1 | 1073

Remaining list, next part.
SMILES | Rac1 GTP hydrolysis | RSV CPE inhibition | T cell HTS | T cell HTS vesicle-bound % | Myeloid diff 2 | Myeloid diff 2 GFP+ MAC1+ % | Large T inhibition | WT yeast gro inh | WT yeast gro inh mutant strain | Salmonella PhoP GFP | West Nile antiviral | b-catenin transl | b-catenin transl cell count 5 µM
COc1ccc(NC(=O)CSc2nnc(C)n2C2CCCCC2)cc1 | 5% | 1.8% | i | 10 | / | / | 2% | / | / | -1% | -0.6% | / | /
CCN(CC)S(=O)(=O)c1ccc(N2CCOCC2)c(NC(=O)c2ccc(NC(C)=O)cc2)c1 | 1% | 3.0% | i | 13 | i | 0.0 | 14% | / | / | -2% | 0.2% | 0.6 | 1304
COc1ccc(C(=O)Nc2ccnn2C2CCN(CC3CC=CCC3)CC2)cc1 (stereo unspecified) | 4% | 1.1% | i | 44 | i | 0.8 | 8% | / | / | 5% | 0.0% | / | /
O=C(NNc1ncnc2sccc12)c1ccc(Cl)cc1 | / | 4.8% | i | 20 | i | 0.4 | 23% | / | / | -12% | -0.4% | 0.5 | 1300
CCN(CC)c1ccc(NC(=O)c2c(C)noc2C)cc1 | ? | 1.0% | i | 7 | i | 1.1 | ? | / | / | -9% | -0.7% | / | /
Cc1ccc(C)c(CSc2nc(-c3ccco3)nc3c2c(=O)n(C)c(=O)n3C)c1 | / | / | / | / | / | / | 7% | 5 | 10 | 2% | 0.1% | -0.7 | 1063
O=C(C[n+]1ccncc1)c1ccccc1 | -2% | 0.6% | i | 67 | i | 0.6 | 9% | / | / | 1% | 0.1% | / | /
O=C(CCCc1c[nH]c2ccccc12)N[C@@H](Cc1c[nH]c2ccccc12)C(=O)O | 9% | 0.5% | i | 63 | i | 0.5 | 13% | / | / | -5% | -0.6% | / | /
COC(=O)c1ccc(N2NC(=O)/C(=C/c3cc(OC)c(O)c(OC)c3)C2=O)cc1 | 14% | -1.6% | i | 64 | / | / | 31% | / | / | 7% | -0.2% | / | /
Cc1cc(C)c2nc(NC(=O)c3cc(C)on3)sc2c1 | 13% | 1.1% | i | 3 | i | 0.3 | -3% | 42 | 41 | -12% | 0.3% | / | /
O=S(=O)(Nc1cccc(C(F)(F)F)c1)c1cnc[nH]1 | 10% | 0.2% | i | 41 | i | 1.0 | 64% | -6 | 6 | -3% | 0.0% | -1.0 | 1116
COc1ccc(NC(=O)Cn2nc(Cc3cccnc3)c3ccccc3c2=O)cc1OC | 7% | 1.5% | i | 28 | i | 2.8 | 5% | 7 | 16 | 10% | -0.5% | -0.5 | 1060
CCOC(=O)c1oc2c(CN3CCCCC3C)c(O)ccc2c(=O)c1-c1ccc(OC)c(OC)c1 (stereo unspecified) | 3% | 2.3% | i | 42 | i | 0.8 | 0% | -3 | -9 | -3% | 0.1% | / | /
CCc1n[nH]c(=S)n1/N=C/c1cccc2ccccc12 | 11% | -2.3% | i | 41 | i | 0.7 | 9% | / | / | -7% | 1.4% | / | /
O=C(c1ccccc1)N1N=C(C(F)(F)F)CC1(O)c1ccc(F)cc1 (stereo unspecified) | 0% | 15% | i | 54 | i | 0.8 | 0% | / | / | 11% | -1.6% | / | /
CCN(CC)CCCN(C(=O)c1ccco1)c1nc(-c2ccc(C)cc2)cs1 | 5% | -3.9% | i | 48 | i | 0.3 | 16% | 11 | -6 | -15% | 0.1% | 1.0 | 986
Cc1ccc(Cn2c(=N)c(C(=O)NC3CCCC3)cc3c(=O)n4ccccc4nc32)cc1 | 8% | ? | i | 7 | i | 2.9 | 6% | / | / | -15% | -0.8% | / | /
Cc1ccc(S(=O)(=O)c2nc(S(C)(=O)=O)sc2N2CCCC2)cc1 | 8% | 0.4% | i | 37 | i | 3.3 | 9% | / | / | -5% | 0.0% | / | /
CC(C)=CC(=O)OCC(=O)Nc1ccc(F)cc1Cl | 0% | 0.5% | i | 14 | i | 1.0 | 7% | -2 | 33 | -15% | 0.4% | 3.6 | 1140
Cc1cc(C)cc(Nc2c3c(nc4ncnn24)CCC3)c1 | 8% | -3.5% | i | 35 | i | 0.6 | / | 14 | 5 | / | -1.8% | -0.4 | 937
O=C(NNC(=O)c1ccc[nH]1)c1cccc(C(F)(F)F)c1 | 6% | 1.9% | i | 21 | i | 1.0 | 30% | / | / | -4% | -0.1% | / | /
O=C(Nc1nnc(-c2ccncc2)s1)Nc1ccccc1F | 15% | 14% | i | 64 | i | 0.7 | -3% | -2 | 7 | 1% | -0.8% | -2.3 | 1120
CCn1c(SCc2ccccc2)nc2ccccc2c1=O | 7% | 13% | i | 44 | i | 0.3 | 4% | / | / | / | / | / | /
NS(=O)(=O)c1ccc(NC(=O)Nc2cccc(Cl)c2)cc1 | 9% | 14% | i | 64 | i | 0.2 | 12% | -18 | -14 | 4% | -0.8% | -0.4 | 1082
COC(=O)c1cc2ccsc2n1CC(=O)Nc1cc(C)cc(C)c1 | 8% | 0.8% | i | 15 | i | 1.1 | 2% | 11 | 19 | -4% | -0.5% | / | /
CCOC(=O)c1[nH]ncc1CN1CCN(Cc2ccccc2)C(CCO)C1 (stereo unspecified) | 3% | -1.5% | i | 20 | i | 0.1 | 11% | -14 | -17 | 2% | 0.4% | -0.2 | 982
COc1ccc(C(C#N)c2ccc(=O)[nH]n2)cc1 (stereo unspecified) | 10% | 0.8% | i | 42 | i | 0.1 | 12% | 5 | 6 | 3% | -0.2% | 0.0 | 1553
COc1ccc2[nH]c(C)c(C(=O)CN3CCc4cc(OC)c(OC)cc4C3)c2c1 | -2% | 3.8% | i | 50 | i | 0.3 | 9% | -6 | -1 | -2% | / | 5.2 | 1352
O=C(CCC(=O)N1CCN(c2ccc(F)cc2)CC1)c1ccc(Cl)cc1 | 7% | 9.1% | i | 25 | i | 2.2 | 12% | / | / | -5% | -0.1% | / | /
Cc1cc(C)c2cc(CN(CCO)C(=O)NC3CCCCC3)c(=O)[nH]c2c1 | 12% | 1.5% | i | 35 | i | 0.2 | / | / | / | -10% | -0.3% | -0.1 | 1334

Bioassay records from PubChem BioAssay.
